Source: PubChem
BAZ2B block: qHTS Assay for Inhibitors of BAZ2B; Bromodomain adjacent to zinc finger domain protein 2B (Homo sapiens), Q9UIF8; AlphaScreen BAZ2B-H3K14Ac peptide displacement; Potency, µM (highest dose often 114 µM), inactives show at the highest dose activity change, negative = inhibition, actives largely listed as inhibitors; 360,000 tested, 4.4% active; AID 504333, 2011; further: potency means the concentration at half of the fitted maximal effect; on the % scale 0 is the no-effect control and ±100 the full control effect; nearly all actives have a fitted effect of over 60% in size
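Multi-concentration screen (max 110 uM) measuring displacement of acetylated histone H3 peptide from BAZ2B by AlphaScreen, using 50 nM protein, 50 nM peptide and 10 ug/mL streptavidin donor plus Ni-chelate acceptor beads.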
POLH inh: qHTS for Inhibitors of Polymerase Eta; DNA polymerase eta (Homo sapiens), Q9Y253; recombinant Pol eta, fluorescent DNA replication assay; Potency, µM (doses to about 114 µM), inactives show top-dose activity change, negative = inhibition, most hits filed as inhibitors; 390,000 tested, 1.2% active; further: potency means the concentration at half of the fitted maximal effect; on the % scale 0 is the no-effect control and ±100 the full control effect
Target sequence (Q9Y253 whole entry, looked up): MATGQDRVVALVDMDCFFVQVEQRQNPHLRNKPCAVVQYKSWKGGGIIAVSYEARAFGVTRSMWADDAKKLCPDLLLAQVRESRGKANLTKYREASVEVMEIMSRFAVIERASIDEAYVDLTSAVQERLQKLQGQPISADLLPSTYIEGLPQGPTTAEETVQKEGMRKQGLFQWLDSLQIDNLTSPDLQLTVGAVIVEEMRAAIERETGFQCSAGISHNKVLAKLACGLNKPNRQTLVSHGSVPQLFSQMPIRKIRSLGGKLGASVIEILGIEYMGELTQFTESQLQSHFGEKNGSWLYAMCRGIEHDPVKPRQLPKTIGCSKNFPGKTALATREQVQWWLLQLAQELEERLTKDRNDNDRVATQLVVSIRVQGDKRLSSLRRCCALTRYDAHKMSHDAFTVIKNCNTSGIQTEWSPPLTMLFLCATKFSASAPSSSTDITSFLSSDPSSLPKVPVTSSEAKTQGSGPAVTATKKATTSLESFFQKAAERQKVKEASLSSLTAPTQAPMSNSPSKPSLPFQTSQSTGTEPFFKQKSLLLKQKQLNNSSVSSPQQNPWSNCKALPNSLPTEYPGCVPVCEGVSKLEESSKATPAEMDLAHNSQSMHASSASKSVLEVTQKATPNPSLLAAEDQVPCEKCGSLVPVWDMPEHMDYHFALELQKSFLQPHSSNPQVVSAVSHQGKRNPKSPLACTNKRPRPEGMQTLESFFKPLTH
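Pol eta (10 nM) was preincubated with compounds for 15 min at room temperature, after which fluorescent replication substrate (50 nM final) was added to start the reaction. Fluorescence was read kinetically at 0 and 10 min.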
PGK inhibitor: qHTS Assay to Find Inhibitors of Phosphoglycerate Kinase; PGK/GAPDH coupled, Kinase-Glo luminescence, 60 min; Phosphoglycerate kinase, glycosomal (Trypanosoma brucei brucei), P07378; 380,000 tested, 0.043% active; Potency, µM (doses to about 57.5 µM), for inactives: top-dose activity change, negative = inhibition, most hits filed as inhibitors; further: potency means the concentration at half of the fitted maximal effect; on the % scale 0 is the no-effect control and ±100 the full control effect; nearly all actives have a fitted effect of over 60% in size
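Luminescent ATP detection (Kinase-Glo Plus) follows a 60-minute room-temperature incubation, with wells lacking PGK as controls. Buffer: 100 mM TEA (pH 7.6), 5 mM MgCl2, 0.01% Tween-20. Coupling enzyme GAPDH (100 nM final) supplies unstable 1,3-BPG in-well.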
JMJD2A Tudor inh: qHTS Assay for Inhibitors of JMJD2A-Tudor Domain; AlphaScreen JMJD2A-Tudor / H3K4me3 peptide binding; Potency, µM (top dose mostly 114 µM), for inactives: at the top dose activity change, negative = inhibition, actives largely listed as inhibitors; Lysine-specific demethylase 4A (Homo sapiens), O75164; 390,000 tested, 4.4% active; AID 504339, 2011; further: potency means the concentration at half of the fitted maximal effect; on the % scale 0 is the no-effect control and ±100 the full control effect; nearly all actives have a fitted effect of over 50% in size
Pin1 inh: qHTS Assay to Find Inhibitors of Pin1; Peptidyl-prolyl cis-trans isomerase NIMA-interacting 1 (Homo sapiens), Q13526; Potency, µM (titrated, usually from 115 µM), without a hit: at the highest dose activity, negative = inhibition, actives largely listed as inhibitors; 390,000 tested, 0.009% active; Pin1 FP peptide displacement, HiFluor488, 10 min; AID 504891, 2011; active means well fitted inhibition curve with a large enough effect in the polarisation, with a control signal flat, not every such curve was filed as active; inconclusive means small, poorly fitted or top-dose-only effect, or effect the other way, or a change in a side signal; inactive means no such curve, though single readings can be large or run the other way; the % refers to the polarisation; further: potency means the concentration at half of the fitted maximal effect; on the % scale 0 is the no-effect control and ±100 the full control effect
Target sequence (Q13526 whole entry, looked up): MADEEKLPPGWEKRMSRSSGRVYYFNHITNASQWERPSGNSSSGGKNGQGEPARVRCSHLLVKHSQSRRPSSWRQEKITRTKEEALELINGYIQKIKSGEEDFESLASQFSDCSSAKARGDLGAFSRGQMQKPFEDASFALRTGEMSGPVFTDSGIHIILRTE
G9a inh: qHTS Assay for Inhibitors of Histone Lysine Methyltransferase G9a; Histone-lysine N-methyltransferase EHMT2 (Homo sapiens), Q96KQ7; G9a H3K9 monomethylation, AlphaScreen, 2 h; Potency, µM (series often up to 102 µM), inactives show at the highest dose activity, negative = inhibition, hits mostly inhibitors; 350,000 tested, 8.8% active; further: potency means the concentration at half of the fitted maximal effect; on the % scale 0 is the no-effect control and ±100 the full control effect; nearly all actives have a fitted effect of over 75% in size
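G9a (20 nM) was preincubated 15 min with compound, then reacted 2 h at room temperature with 500 nM biotin-H3K9 peptide and 20 µM SAM. Monomethyl-H3K9 detected by AlphaScreen using anti-H3K9me1 antibody.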
GLS inh: qHTS for Inhibitors of Glutaminase (GLS). AID 624170, 2012. Potency, µM (series often up to 45.5 µM), for the others: at the highest dose activity change, negative = inhibition, hits mostly inhibitors. GLS enzymatic activity, qHTS titration. Glutaminase kidney isoform, mitochondrial (Homo sapiens), O94925. 410,000 tested, 0.21% active; further: potency means the concentration at half of the fitted maximal effect; on the % scale 0 is the no-effect control and ±100 the full control effect
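Assay buffer: 45 mM KH2PO4 pH 8.2, 0.02% Tween-20. hKGA acts on L-glutamine (1 mM solution added); product glutamate is reported by an oxidase/peroxidase Amplex Red coupling, with fluorescence taken at baseline and 30 min.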
HP1b chromo inh: HTS for Inhibitors of HP1-beta Chromodomain Interactions with Methylated Histone Tails; Chromobox protein homolog 1 (Homo sapiens), P83916; AlphaScreen HP1-beta / biotin-H3K9me3 peptide binding; Potency, µM (top dose mostly 114 µM), without a hit: at the highest dose activity change, negative = inhibition, actives largely listed as inhibitors; 390,000 tested, 0.56% active; AID 540317, 2011; further: potency means the concentration at half of the fitted maximal effect; nearly all actives have a fitted effect of over 70% in size; inactives centre near 23
Target sequence (P83916 whole entry, looked up): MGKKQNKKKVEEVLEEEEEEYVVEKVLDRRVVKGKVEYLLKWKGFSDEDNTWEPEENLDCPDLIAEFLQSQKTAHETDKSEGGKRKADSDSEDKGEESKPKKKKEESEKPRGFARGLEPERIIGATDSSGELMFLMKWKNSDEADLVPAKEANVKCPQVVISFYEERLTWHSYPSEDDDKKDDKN
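AlphaScreen: HP1-beta (50 nM) preformed 30 min with biotin-H3(1-18)K9me3 peptide (50 nM) in PBS pH 7.4, 0.01% Tween-20. Compound added for 30 min at RT, then streptavidin donor/nickel chelate acceptor beads (10 ug/mL) for 30 min.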
PI4K2A block: qHTS for small molecular inhibitors of PI4K2A | activity change, negative = inhibition, % at 76.9 µM | purified PI4K2A, ADP-Glo luminescence, 1 h; hits give low values | 420,000 tested, 0.13% active | AID 1346378, 2018; in the data active means activity change below about -50%; inconclusive means mostly about -30% to -49%;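 further: -100% = wells without enzyme as full effect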
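PI4K2A activity was measured by ADP-Glo luminescence: enzyme (4 ug/mL stock) and phosphatidylinositol (1.2 mM stock) in Tris pH 7.5/MgCl2/EGTA/Triton X-100 buffer were reacted with ATP (300 microM stock) for one hour at ambient temperature.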
Starred values were filed as active, the others as inactive; i = inactive; ? = inconclusive; nt = not tested or not shown; & = joins results of further samples; [ ] = remark or other dose. Unless noted, the call rests on the fitted dose curve; in most records, active means well fitted curve in the direction sought with a large enough effect; inconclusive means small, poorly fitted or top-dose-only effect, or another doubt; inactive means no such curve, though single readings can be large; an effect the other way counts as inactive or inconclusive.

SMILES	BAZ2B block	POLH inh	PGK inhibitor	JMJD2A Tudor inh	Pin1 inh	G9a inh	GLS inh	HP1b chromo inh	PI4K2A block
Cc1ccc(C)c(Cn2c(CO)nc3ccccc32)c1	1%	-15%	i	-17%	-7%	-18%[59 µM]	6%	21%	-5
O=C(NCCC1=CCCCC1)C(c1ccccc1)c1ccccc1	22%	-16%	1%	8%	3%	14%	7%	15%	-3
Cn1nnc(-c2ccc(OCc3ccccc3F)cc2)n1	1%	-1%	-13%	-10%	-2%	-27%[12.7 µM]	0%	25%	-56*
Cc1ccc(S(=O)(=O)NCC(=O)OCC(=O)N(C)C2CCS(=O)(=O)C2)cc1 (stereo not given)	7%	-8%	-4%	-6%	-6%	-47%	1%	36%	3
O=C(Nc1ccnn1C1CCN(CCCC2CCCC2)CC1)c1ccccc1Cl	-9%	-22%	-5%	-7%	-1%	nt	-10%	21%	4
Cc1nc2c(c(C)nn2-c2ccccc2)c(C)c1CCC(=O)Nc1ccc(CN2CCCC2)cc1	-28%	-21%	i	-28%	7%	-38%	-12%	12%	3
Cc1ccc(CSC2=NCCN2S(=O)(=O)c2ccccc2)cc1	50%[activator]	-26%	-2%	77%[activator]	7%	78%[activator]	-9%	138%[activator]	1
Cc1ccc(NC(=O)C2CCN(C(=O)c3ccc(F)cc3)CC2)nc1	2%	-13%	-10%	-2%	-13%	1%	-16%	36%	-1
CC(C)Cc1ccc(S(=O)(=O)Nc2cccnc2)cc1	-8%	-2%	-1%	-3%	7%	18%	10%	43%[activator]	0
O=S(=O)(c1ccc(OCc2ccc(Br)cc2)cc1)N1CCOCC1	11%	-25%	-2%	-13%	-3%	?	-7%	34%[activator]	4
COc1ccccc1/C=C\C(=O)NCC(=O)N/N=C/c1cccc(OC)c1O	-10%	-38%	2%	-29%	?	20%	-2%	16%	0
COc1ccc(OCC(O)CNS(=O)(=O)c2ccc(C)cc2)cc1 (stereo not given)	4%	-3%	-3%	-25%	-2%	nt	-4%	23%	-7
CCOC(=O)C1=CN(Cc2ccco2)S(=O)(=O)N(C)C1CC (stereo not given)	nt	-14%	-1%	-4%	-3%	nt	0%	68%[activator]	2
Cc1cccc(OCC(=O)NCCNC(=O)c2ccccn2)c1	-4%	-10%	3%	-8%	1%	9%	-7%	-5%	4
CN(Cc1ccccc1)CC(O)COc1ccc(CNCc2nccn2C)cc1 (stereo not given)	56µM*	-9%	-1%	-15%[11.4 µM]	12%	nt	3%	14%	-5
CCCc1nnc(SCC(=O)N2CCCCC2C)n1CC1CCCO1 (stereo not given)	1%	5%	-9%	-17%	4%	3%	-2%	33%	-3
COc1cccc(CNC(=O)CCc2nc3cc(S(=O)(=O)N4CCOCC4)ccc3n2C)c1	-5%	-14%	6%	7%	-2%	5%	3%	13%	2
COc1cccc(NC(=O)CNc2cc(S(=O)(=O)N3CCOCC3)ccc2N2CCCC2)c1	?	?	0%	-30%	-1%	?	14%	17%	-3
CCC1C(=O)Nc2ccccc2N1C(=O)COc1ccccc1 (stereo not given)	5%	-15%	9%	-7%	7%	80%[activator]	-16%	31%	-1
NC(=O)c1nc[nH]c1C(=O)Nc1cccc(C(F)(F)F)c1	?	-19%	5%	-23%	-2%	9%[0.501 µM]	-1%	48%[activator]	-3
COc1cc2[nH]c(=O)n(CCCCCC(=O)N3CC=C(c4ccccc4)CC3)c(=O)c2cc1OC	?	9%	-5%	?	32%[activator]	-13%	1%	16%	6
Cc1ccccc1C(=O)Nc1ccccc1-c1nnn(CC(=O)Nc2ccc3c(c2)OCCO3)n1	6%	-2%	1%	-12%	-2%	19%[12.7 µM]	-6%	15%	3
COC(=O)c1cc(OC)c(OC)cc1NC(=O)C(C)Sc1ccc(C)cc1 (stereo not given)	7%	-19%	nt	-5%	7%	5%[59 µM]	5%	60%[activator]	1
Cc1[nH]c2c(Cl)cccc2c(=O)c1CN1CCCC1	-6%	4%	i	-20%	6%	-24%[59 µM]	7%	12%	5
CCC1(CC)N=C(c2ccccc2)C(=S)N1	-22%	-9%	i	-20%	-4%	20%[59 µM]	8%	33%	-4
More structures.
SMILES	BAZ2B block	POLH inh	PGK inhibitor	JMJD2A Tudor inh	Pin1 inh	G9a inh	GLS inh	HP1b chromo inh	PI4K2A block
CC(C)(C)OC(=O)N1CCC(c2nnc(SCc3ccccc3)o2)CC1	7%	-4%	-3%	7%	?	21%[59 µM]	-10%	35%	-7
O=C1CCC(=O)N(O)CCCCCNC(=O)CCC(=O)N(O)CCCCNC(=O)CCC(=O)N(O)CCCCCN1	?	-1%	-3%	-18%	-2%	-4%[12.7 µM]	-13%	34%	-5
CCC(C)(C(=O)Nc1ccc2c(c1)OCCO2)N(C(C)=O)c1ccc(C(N)=O)cc1 (stereo not given)	2%	-12%	-1%	3%	1%	-3%	nt	38%[activator]	-5
O=C(N/N=C/c1ccccc1F)c1cccc(NC(=O)c2ccccc2Cl)c1	0%	-15%	-10%	-23%	4%	8%	4%	-15%	0
CCn1c(=O)c2ccccc2n2c(SCC(N)=O)nnc12	-8%	-15%	-8%	-10%	-5%	7%	-15%	36%	-6
O=C(CSc1nc2ccsc2c(=O)n1CC1CCC(C(=O)O)CC1)c1ccc(Cl)cc1 (stereo not given)	nt	40µM*	?	79µM*	-13%	56µM*	-14%	-19%	-2
COc1ccc(C(C(=O)NC2CCCCC2)N(Cc2cccnc2)C(=O)c2snc(C(N)=O)c2N)cc1 (stereo not given)	0%	-7%	-6%	-5%	1%	12%[59 µM]	1%	29%	-6
CC1CCN(S(=O)(=O)c2ccc(S(=O)(=O)N3CCC4(CC3)OCCO4)cc2)CC1	-6%	-16%	-5%	0%	9%	11µM*	-5%	17%	5
Cc1nn(CC(=O)NCc2ccccc2)c(C)c1[N+](=O)[O-]	-3%	-4%	10%	7%	-3%	14%[0.501 µM]	7%	51%[activator]	4
CCCCOc1ccc(-c2nc(=S)[nH][nH]2)cc1	-7%	-3%	-6%	-19%	-3%	1.3µM*	?	3%	-6
CCOc1ccc(NC(=O)c2ccc3c(c2)nnn3C2CCCC2)cc1	-5%	-5%	-1%	-15%	0%	1%[59 µM]	-14%	19%	2
CCOC(=O)C1=C(c2ccccc2)N(C)C(=O)NC1c1ccc(O)c(OC)c1 (stereo not given)	6%	-8%	-5%	-13%	3%	-16%	20%	13%	-4
C=CCNC(=O)c1snnc1-c1ccccc1	-1%	-21%	0%	-2%	-2%	20%[59 µM]	14%	12%	-7
COc1cc(OC)cc(-c2sc3ccc(OC)cc3c2-c2ccc(O)cc2)c1	nt	-9%	-11%	-25%	1%	nt	22%	12%	-3
O=C(CNC(=O)c1ccccc1Br)Nc1cccc(S(=O)(=O)Nc2ccccc2Cl)c1	nt	-18%	0%	-4%	0%	nt	3%	33%	1
Nn1c(COc2ccc(Cl)cc2)nc2ccccc2c1=O	-2%	-5%	1%	1%	-1%	18%[59 µM]	-4%	14%	2
CCOC(=O)c1cc(OC(=O)c2cc(Cl)ccc2OC)n(-c2ccccc2)n1	-1%	-12%	-1%	-1%	-6%	25%[59 µM]	4%	55%[activator]	-3
COc1ccccc1N1CCN(CCN2C(=O)CC3(CCCC3)CC2=O)CC1	nt	-2%[57.1 µM]	-1%	?	-4%	22%[12.7 µM]	28%	4%	-7&-3
COc1ccc(S(=O)(=O)N2CCC(C(=O)N[C@@H](C)C(=O)NCc3ccc(F)cc3)CC2)cc1	-2%	-8%	-8%	-1%	0%	nt	-1%	38%	8
CC(=O)c1sc(NC(=O)C2CC(=O)N(Cc3ccccc3)C2)nc1-c1ccccc1 (stereo not given)	-6%	-5%	6%	-33%	-3%	56µM*	11%	-8%	-2
COc1cc(C2CC(=O)Oc3c(C(CCN4CCOCC4)c4ccc(N(C)C)cc4)c(OC)cc(OC)c32)cc(OC)c1OC (stereo not given)	45µM*	-20%	4%	40µM*	-3%&4%	?	22%	?	0
COc1ccc(S(=O)(=O)N(CC(=O)N2CCOCC2)Cc2ccccc2)cc1	4%	8%	nt	-13%	-7%	5%[59 µM]	19%	27%	4
Cc1ccc(-n2nc3c(c2NC(=O)c2ccco2)CS(=O)(=O)C3)c(C)c1	-4%	-16%	-3%	-11%	-11%	-25%	9%	28%	7
COc1ccc(C2C(Oc3ccccc3)C(=O)N2c2cc(C)ccc2C)cc1OC (stereo not given)	1%	-17%	2%	-6%	2%	nt	6%	35%	-1
Cc1ccccc1CN1CCN(Cc2cc(=O)c3ccccc3[nH]2)CC1CCO (stereo not given)	-13%	-12%	i	-17%	-8%	nt	6%	17%	-4

2 entries picked at random from those above:
SMILES	BAZ2B block	POLH inh	PGK inhibitor	JMJD2A Tudor inh	Pin1 inh	G9a inh	GLS inh	HP1b chromo inh	PI4K2A block
O=C(CSc1nc2ccsc2c(=O)n1CC1CCC(C(=O)O)CC1)c1ccc(Cl)cc1 (stereo not given)	nt	40µM*	?	79µM*	-13%	56µM*	-14%	-19%	-2
C=CCNC(=O)c1snnc1-c1ccccc1	-1%	-21%	0%	-2%	-2%	20%[59 µM]	14%	12%	-7

A portion of the library. The share of hits here may be higher or lower than overall.
